# Bioassay records as filed in PubChem.
# mut p53 react: re-activators of the mutant p53 pathway; SW480 PUMA-promoter luciferase, p53 mutant reactivation; activation, % at 9.98 µM; AID 624151; 28,000 compounds, 1.5% hits; in the data active means activation above about 52%
# STK33 inh: inhibitors of human STK33 kinase. inhibition, % at 12.5 µM. Q9BYT3. ADP-Glo luminescence, MBP substrate. AID 2322. 27,000 compounds, 0.44% hits; in the data active means inhibition above about 20%
# Target sequence (Q9BYT3 whole entry, looked up): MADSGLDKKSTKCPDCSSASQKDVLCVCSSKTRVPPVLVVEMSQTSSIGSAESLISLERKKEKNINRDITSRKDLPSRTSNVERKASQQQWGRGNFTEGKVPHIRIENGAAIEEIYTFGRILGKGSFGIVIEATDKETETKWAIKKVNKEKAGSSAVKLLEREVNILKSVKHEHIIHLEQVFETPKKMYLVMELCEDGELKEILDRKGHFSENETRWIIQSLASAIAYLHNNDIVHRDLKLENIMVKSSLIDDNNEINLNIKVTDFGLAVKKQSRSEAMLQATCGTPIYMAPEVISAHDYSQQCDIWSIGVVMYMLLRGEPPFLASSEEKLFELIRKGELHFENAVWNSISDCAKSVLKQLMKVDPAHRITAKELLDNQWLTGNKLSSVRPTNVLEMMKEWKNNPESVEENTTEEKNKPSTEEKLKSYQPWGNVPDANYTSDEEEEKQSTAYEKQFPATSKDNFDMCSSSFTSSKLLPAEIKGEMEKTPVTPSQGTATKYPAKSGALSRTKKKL
# * = called active by the depositor; . = not tested or not shown. A portion of the library; the hit share may differ from the screen's.
SMILES,mut p53 react,STK33 inh
COc1ccc(NC(=O)CSc2nc3c(c(C(F)(F)F)n2)CCCC3)c([N+](=O)[O-])c1,9.8,1.9
C[C@@H]1CN([C@H](C)CO)S(=O)(=O)c2ccc(C#Cc3cccc(F)c3)cc2O[C@@H]1CN(C)S(=O)(=O)c1ccccc1F,-37.3,.
CNC[C@H]1Oc2ccc(NS(=O)(=O)c3cn(C)cn3)cc2CC(=O)N([C@H](C)CO)C[C@H]1C,0.5,0.3
CC(C)NC(=O)Nc1ccc2c(c1)C(=O)N([C@H](C)CO)C[C@H](C)[C@@H](CN(C)S(=O)(=O)c1ccc(F)cc1)OCCCC[C@H](C)O2,8.1,.
COc1ccc(CN(C)C[C@H]2Oc3ccc(NC(=O)NC(C)C)cc3C(=O)N([C@H](C)CO)C[C@@H]2C)cc1,.,-2.4
CCc1ccc(CCC(=O)Nc2ccc(I)cc2)o1,13.0,-0.4
Cc1cc(S(=O)(=O)NC2CCCCC2)ccc1OCC(=O)O,-7.9,-1.0
COCCOC(=O)N1C(=O)[C@@]2(c3cc(C#CC4=CCCCC4)ccc31)[C@H](c1ccc(O)cc1)N1[C@H](c3ccccc3)[C@H](c3ccccc3)OC(=O)[C@H]1[C@@H]2C(=O)NC[C@H](O)c1ccccc1,.,1.9
CC(C)(C)N(CCO)C(=O)CN1C(=O)/C(=C/c2cccc(Br)c2)SC1=S,16.3,.
C[C@@H]1CN([C@H](C)CO)C(=O)c2cc(NC(=O)Nc3ccc4c(c3)OCO4)ccc2O[C@@H](C)CCCCO[C@@H]1CN(C)S(=O)(=O)c1ccccc1,-23.1,.
C[C@@H]1CN([C@H](C)CO)C(=O)Cc2cc(NS(=O)(=O)c3ccc(Cl)cc3)ccc2O[C@@H]1CN(C)CC1CC1,.,-2.7
COc1cccc(NC(=O)C(C)NS(=O)(=O)c2ccc(Br)cc2)c1 (stereo not drawn),-5.8,4.9
O=C(C1=C[C@@H](c2ccc3c(c2)Cc2ccccc2-3)C[C@@H](OCc2ccc(CO)cc2)O1)N1CCN(Cc2ccc3c(c2)OCO3)CC1,.,2.7
O=C(CC1NC2CCCCC2NC1=O)Nc1ccccc1 (stereo not drawn),-11.1,-4.2
O=C(C[C@H]1C[C@@H]2c3cc(NC(=O)NC4CCCCC4)ccc3O[C@@H]2[C@@H](CO)O1)NCc1ccncc1,14.6,.
COc1cc(/C=C2\Oc3cc(O)cc(O)c3C2=O)ccc1O,.,80.7*
COc1cc(OC)cc(-c2nnc(SCC(=O)Nc3cccc(Cl)c3Cl)o2)c1,17.9,1.1
C[C@@H]1CN([C@H](C)CO)C(=O)c2cc(NS(=O)(=O)c3ccc(Cl)cc3)ccc2O[C@H]1CN(C)C(=O)NC1CCCCC1,5.7,.
CNC[C@H]1OCCCC[C@H](C)Oc2ccc(N(C)C)cc2C(=O)N([C@H](C)CO)C[C@@H]1C,12.7,.
O=C(CSC1CC(=O)N(c2ccccc2)C1=O)Nc1ccc(Br)cc1 (stereo not drawn),-1.3,0.5
C[C@@H]1CCCCO[C@@H](CN(C)C(=O)c2ccccc2)[C@@H](C)CN([C@@H](C)CO)C(=O)c2cc(NS(C)(=O)=O)ccc2O1,5.0,.
CS(=O)(=O)Nc1ccc(C(=O)NCc2ccccn2)cc1,3.4,-0.9
COC(=O)c1c(NC(=S)Nc2ccc(S(=O)(=O)NC34CC5CC(CC(C5)C3)C4)cc2)sc(C(=O)N(C)C)c1C,-1.5,1.3
C[C@H]1CCCCO[C@H](CN(C)C(=O)c2ccccc2)[C@@H](C)CN([C@@H](C)CO)C(=O)c2cc(NC(=O)Nc3ccc4c(c3)OCO4)ccc2O1,-24.5,.
CCCN(C)C[C@@H]1Oc2cc(-c3ccncc3)ccc2S(=O)(=O)N([C@@H](C)CO)C[C@@H]1C,0.8,.
SMILES,mut p53 react,STK33 inh
CCc1cccc(C)c1NC(=O)CSc1nnc(-c2ccc(OC)cc2)n1C,-6.7,-2.5
C=CCn1c(SCc2nc3ccccc3[nH]2)nnc1-c1ccccc1,3.1,0.2
COc1ccc(S(=O)(=O)N(C)C[C@@H]2Oc3ncc(/C=C/c4ccccc4)cc3C(=O)N([C@@H](C)CO)C[C@H]2C)cc1,-2.7,.
CC(=O)N(O)[C@@H]1c2cc(C#N)ccc2OC(C)(C)[C@H]1O,-10.6,.
C[C@H]1CN([C@@H](C)CO)C(=O)c2cc(NS(=O)(=O)c3ccc(F)cc3)ccc2O[C@@H]1CN(C)C(=O)Nc1ccc2c(c1)OCO2,.,2.6
Cc1ccc(O)c(NC(=O)CCCC(=O)O)c1,-3.2,-2.8
C[C@H]1CN([C@@H](C)CO)C(=O)c2cc(NS(=O)(=O)c3cn(C)cn3)ccc2O[C@H]1CN(C)S(=O)(=O)c1cccs1,.,-1.5
C[C@H](CO)N1C[C@H](C)[C@@H](CN(C)C)Oc2c(NS(C)(=O)=O)cccc2C1=O,-2.6,.
CCCNC(=O)N(C)C[C@H]1Oc2cc(-c3ccccc3F)ccc2S(=O)(=O)N([C@@H](C)CO)C[C@@H]1C,-4.6,.
C[C@H]1CN([C@@H](C)CO)C(=O)Cc2cc(NC(=O)CCN3CCOCC3)ccc2O[C@@H]1CN(C)CC1CCCCC1,.,-1.5
C[C@@H]1CN([C@H](C)CO)C(=O)c2cc(NS(=O)(=O)c3ccc(F)cc3)ccc2O[C@@H]1CN(C)Cc1ccc(-c2ccccc2)cc1,-7.4,.
C[C@@H]1CCCCO[C@@H](CN(C)C)[C@@H](C)CN([C@@H](C)CO)C(=O)c2cc(NC(=O)CCC(F)(F)F)ccc2O1,-2.2,.
COc1cc(S(=O)(=O)n2nc(C)cc2C)c(OC)cc1Cl,-0.3,-2.3
CCOc1ccc(Br)cc1C(=O)NCCc1c[nH]c2ccccc12,-14.1,9.6
C[C@@H]1CN([C@@H](C)CO)C(=O)Cc2cc(NS(=O)(=O)c3ccccc3)ccc2O[C@@H]1CN(C)Cc1ccc(-c2ccccc2)cc1,.,-1.4
C[C@@H]1CN([C@H](C)CO)C(=O)Cc2cc(NC(=O)C3CC3)ccc2O[C@H]1CN(C)S(=O)(=O)c1ccccc1,.,-2.5
c1ccc(C(NCc2cccnc2)(c2ccccc2)c2ccccc2)cc1,-9.2,.
CNC(=O)CN(c1ccccc1C)S(=O)(=O)c1ccc(C)cc1,-12.3,-0.4
COc1ccc(NC(=O)CN(c2cccc(F)c2)S(C)(=O)=O)cc1OC,-8.8,0.0
C[C@@H]1CN([C@H](C)CO)C(=O)c2cc(NC(=O)Cc3ccccc3)ccc2O[C@H]1CN(C)CC1CC1,-3.5,.
O=[N+]([O-])c1cc(C(F)(F)F)ccc1NCCNS(=O)(=O)c1ccc(Br)cc1,-15.1,-3.9
O=C(COc1ccc2ccccc2c1)Nc1cccc(NC(=O)c2ccc(Cl)cc2Cl)c1,7.6,0.6
C[C@H]1CN([C@@H](C)CO)C(=O)c2cc(NC(=O)Cc3cn(C)c4ccccc34)ccc2O[C@H]1CN(C)Cc1ccc(C(=O)O)cc1,.,2.1
COC(=O)c1c(NC(=S)Nc2cc3oc4ccccc4c3cc2OC)sc2c1CCCC2,1.3,-2.5
O=C1O[C@H](c2ccccc2)[C@H](c2ccccc2)N2[C@H]1[C@@H](C(=O)N1CCN(c3ncccn3)CC1)[C@]1(C(=O)Nc3ccc(C#CC4(O)CCCCCC4)cc31)[C@H]2c1ccc(OCCO)cc1,.,11.1

# 6 entries drawn at random from those above:
SMILES,mut p53 react,STK33 inh
C[C@@H]1CN([C@@H](C)CO)C(=O)Cc2cc(NS(=O)(=O)c3ccccc3)ccc2O[C@@H]1CN(C)Cc1ccc(-c2ccccc2)cc1,.,-1.4
C[C@H](CO)N1C[C@H](C)[C@@H](CN(C)C)Oc2c(NS(C)(=O)=O)cccc2C1=O,-2.6,.
c1ccc(C(NCc2cccnc2)(c2ccccc2)c2ccccc2)cc1,-9.2,.
C[C@@H]1CCCCO[C@@H](CN(C)C)[C@@H](C)CN([C@@H](C)CO)C(=O)c2cc(NC(=O)CCC(F)(F)F)ccc2O1,-2.2,.
C[C@H]1CN([C@@H](C)CO)C(=O)c2cc(NS(=O)(=O)c3ccc(F)cc3)ccc2O[C@@H]1CN(C)C(=O)Nc1ccc2c(c1)OCO2,.,2.6
CCc1cccc(C)c1NC(=O)CSc1nnc(-c2ccc(OC)cc2)n1C,-6.7,-2.5

# The list goes on:
SMILES,mut p53 react,STK33 inh
CS(=O)(=O)N(CC(=O)Nc1ccccc1-c1ccccc1)c1ccccc1Cl,-3.0,-1.2
C[C@@H]1CN([C@@H](C)CO)C(=O)c2cccc(NC(=O)Nc3ccc4c(c3)OCO4)c2O[C@H]1CN(C)S(=O)(=O)c1ccccc1,-8.5,.
CN(C)CCCc1cc(C(=O)Nc2ccc(-c3ccncc3)cc2)ccc1O,.,8.8
C[C@@H]1CN([C@H](C)CO)C(=O)c2cccc(NC(=O)Nc3ccc(F)cc3)c2O[C@H]1CN(C)C,14.9,.
C[C@@H]1CCCCO[C@H](CN(C)Cc2ccc(C(=O)O)cc2)[C@H](C)CN([C@@H](C)CO)C(=O)c2cc(NC(=O)Nc3ccc(F)cc3)ccc2O1,1.3,.
C/C(=C/CC[C@@H](CO)[C@H]1CC[C@@]2(C)[C@@H]3CC[C@H]4C(C)(C)[C@@H](O[C@@H]5O[C@H](CO)[C@@H](O)[C@H](O)[C@H]5O)C[C@H](O)[C@@]45C[C@@]35CC[C@]12C)CO,-4.3,0.8
C[C@H](O)C1=CC2(CC[C@@H]3C(C(=O)O)=CO[C@@H](O[C@@H]4O[C@H](CO)[C@@H](O)[C@H](O)[C@H]4O)[C@@H]32)OC1=O (stereo partly drawn),-2.4,-1.7
COc1ccc(CN(C)C[C@H]2Oc3ccc(NC(=O)CCN4CCOCC4)cc3C(=O)N([C@@H](C)CO)C[C@@H]2C)cc1,-0.5,-2.2
C[C@H]1CN([C@@H](C)CO)S(=O)(=O)c2ccc(C3=CCCC3)cc2O[C@H]1CN(C)C(=O)Cc1ccncc1,-8.5,.
C[C@H]1CN([C@@H](C)CO)C(=O)CCCn2nncc2CO[C@H]1CN(C)S(=O)(=O)c1ccccc1,.,1.6
Cc1cc(C(=O)Nc2cccc3c2O[C@@H](CN(C)C(=O)Nc2c(C)noc2C)[C@H](C)CN([C@H](C)CO)C3=O)n(C)n1,-0.9,.
Cc1noc(C)c1NC(=O)N(C)C[C@H]1OCCCC[C@@H](C)Oc2ccc(NC(=O)c3ccncc3)cc2C(=O)N([C@H](C)CO)C[C@@H]1C,3.0,-1.5
C[C@@H]1CN([C@H](C)CO)C(=O)CCCn2cc(nn2)CO[C@H]1CN(C)S(=O)(=O)c1cccc(C#N)c1,.,-2.0
C[C@H]1CN([C@@H](C)CO)C(=O)c2cccc(NS(C)(=O)=O)c2O[C@H]1CN(C)S(=O)(=O)c1cn(C)cn1,11.1,.
CC(=O)N(C)C[C@H]1Oc2ncc(-c3ccc(C(=O)N(C)C)cc3)cc2C(=O)N([C@H](C)CO)C[C@H]1C,4.0,.
Cc1ccc(N/C(=N/C(N)=S)c2ccccc2)cc1,.,1.6
CC(C)=CCc1c(O[C@@H]2O[C@H](CO)[C@@H](O)[C@H](O)[C@H]2O)cc(O)c2c1O[C@H](c1ccc(O)cc1)[C@@H](O)C2=O,.,12.7
O=C(NCc1ccco1)c1cccc(S(=O)(=O)N2CCCCCC2)c1,2.1,-7.6
C[C@H](CO)N1C[C@H](C)[C@H](CN(C)C(=O)Nc2ccc(C(F)(F)F)cc2)Oc2c(NS(=O)(=O)c3cn(C)cn3)cccc2C1=O,-3.2,.
C[C@H](CO)N1C[C@H](C)[C@@H](CN(C)S(=O)(=O)c2cccs2)OCCCC[C@H](C)Oc2ccc(NC(=O)c3ccccc3)cc2C1=O,-10.8,.
O=c1cc(O)cc(/C=C/c2ccc(O)c(O)c2)o1,9.5,.

# Three structures already listed, arranged by formula weight, ascending:
SMILES,mut p53 react,STK33 inh
C[C@@H]1CN([C@H](C)CO)C(=O)c2cccc(NC(=O)Nc3ccc(F)cc3)c2O[C@H]1CN(C)C,14.9,.
C[C@@H]1CN([C@H](C)CO)C(=O)CCCn2cc(nn2)CO[C@H]1CN(C)S(=O)(=O)c1cccc(C#N)c1,.,-2.0
C[C@H](CO)N1C[C@H](C)[C@@H](CN(C)S(=O)(=O)c2cccs2)OCCCC[C@H](C)Oc2ccc(NC(=O)c3ccccc3)cc2C1=O,-10.8,.
